hERG WT inh: qHTS for Inhibitors of KCHN2 3.1: Wildtype qHTS; activity change, % at 1.84 µM; U2OS, BacMam KCNH2, thallium flux FluxOr; stronger effect = lower value; 340,000 tested, 0.37% active; Voltage-gated inwardly rectifying potassium channel KCNH2 (Homo sapiens), Q12809;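 active = maximum activity change below -70%; inconclusive = maximum activity change between -70% and -50%; inactive = maximum activity change above -50%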
Target sequence (Q12809 whole entry, looked up): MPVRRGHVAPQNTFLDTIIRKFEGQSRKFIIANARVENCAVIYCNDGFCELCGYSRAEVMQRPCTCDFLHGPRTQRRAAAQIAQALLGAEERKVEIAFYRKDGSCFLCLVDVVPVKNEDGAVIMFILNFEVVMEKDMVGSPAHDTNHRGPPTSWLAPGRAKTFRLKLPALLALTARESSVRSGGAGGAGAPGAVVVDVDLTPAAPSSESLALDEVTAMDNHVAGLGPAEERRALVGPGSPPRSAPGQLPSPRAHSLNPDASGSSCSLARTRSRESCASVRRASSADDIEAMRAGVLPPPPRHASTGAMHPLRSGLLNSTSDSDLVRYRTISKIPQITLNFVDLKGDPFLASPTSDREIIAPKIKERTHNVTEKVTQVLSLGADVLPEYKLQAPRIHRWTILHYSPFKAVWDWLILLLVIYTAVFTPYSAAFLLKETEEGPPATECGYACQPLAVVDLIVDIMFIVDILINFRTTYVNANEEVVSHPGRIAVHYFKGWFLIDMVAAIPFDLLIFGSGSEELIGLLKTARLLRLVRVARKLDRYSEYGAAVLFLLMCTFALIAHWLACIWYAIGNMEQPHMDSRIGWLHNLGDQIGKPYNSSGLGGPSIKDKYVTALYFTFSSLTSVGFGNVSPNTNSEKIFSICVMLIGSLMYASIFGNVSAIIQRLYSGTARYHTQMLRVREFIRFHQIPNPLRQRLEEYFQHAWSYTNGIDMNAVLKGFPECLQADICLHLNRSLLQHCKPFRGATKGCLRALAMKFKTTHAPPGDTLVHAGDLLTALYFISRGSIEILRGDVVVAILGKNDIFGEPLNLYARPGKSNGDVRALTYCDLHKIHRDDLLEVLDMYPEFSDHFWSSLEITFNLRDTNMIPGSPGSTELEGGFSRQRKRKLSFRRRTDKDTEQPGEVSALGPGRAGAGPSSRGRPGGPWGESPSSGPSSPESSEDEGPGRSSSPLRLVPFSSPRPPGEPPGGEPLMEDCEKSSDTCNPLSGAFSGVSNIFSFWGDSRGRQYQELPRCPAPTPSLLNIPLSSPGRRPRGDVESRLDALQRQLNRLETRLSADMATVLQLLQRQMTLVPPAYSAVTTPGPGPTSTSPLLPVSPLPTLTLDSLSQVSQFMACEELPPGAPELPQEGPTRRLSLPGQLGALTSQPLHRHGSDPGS
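U2OS cells transduced with wild-type KCNH2 virus are loaded with FluxOr dye for 45 min, and thallium flux is measured in kinetic reads before and after stimulation buffer. Rate constants are normalized to DMSO controls.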
uPA generation: qHTS for Inhibitors of Cell Surface uPA Generation | Potency, µM (doses to about 38.3 µM), for inactives: top-dose activity change, negative = inhibition, most hits filed as inhibitors | AID 540303, 2011 | 330,000 tested, 0.31% active | cell surface uPA generation assay, qHTS; active = well fitted inhibition curve with a large enough effect; inconclusive = small, poorly fitted or top-dose-only effect; inactive = no such curve, though single readings can be large or run the other way; tested in mouse RAW 264.7 cells; note: potency is the fitted concentration of half-maximal effect; nearly all actives have a fitted effect of over 55% in size
Chronic BCR inh: qHTS Assay to Find Inhibitors of Chronic Active B-Cell Receptor Signaling. ABC-DLBCL IkBa-CBG/CBR reporter, luminescence ratio, 4 h. 340,000 tested, 0.05% active. Potency, µM (doses to about 46.1 µM), for inactives: at the highest dose ratio change, negative = lower green/red ratio, most hits filed as inhibitors; active = well fitted inhibition curve with a large enough effect in the signal ratio, with a control signal flat, not every such curve was filed as active; inconclusive = small, poorly fitted or top-dose-only effect, or effect the other way, or a change in a side signal; the % refers to the signal ratio;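 note: potency is the fitted concentration of half-maximal effect; plate controls were basal doxycycline-induced cells for no effect and cells given 10 µM MG132 for full effect; MG132 reads +100%, hits lower the ratio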
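Compounds up to 46 uM were incubated four hours with TMD8 cells whose green CBG68 luciferase is fused to IkappaBalpha; red CBR luminescence normalised the signal, and concentration-effect curves were fitted to fusion, red and ratio data.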
USP2a block: qHTS Assay for Inhibitors of Ubiquitin-specific Protease USP2a Using CHOP2 as the Reporter. Ubiquitin carboxyl-terminal hydrolase 2 (Homo sapiens), O75604. USP2 core, Ub-CHOP2 coupled fluorogenic reporter, 485/531. Potency, µM (doses to about 38.3 µM), inactives show at the top dose activity change, negative = inhibition, actives largely listed as inhibitors. 330,000 tested, 0.01% active. AID 463254, 2010;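 note: potency is the fitted concentration of half-maximal effect; plate controls were DMSO wells for no effect and full inhibition by NEM control for full effect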
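Deubiquitinase activity read as fluorescence (485/531 nm) after Ub-CHOP2 cleavage activates the enterokinase reporter on its substrate; USP2 core 10nM, Ub-CHOP2 and substrate 25nM each, 30min compound preincubation then 60min RT; data normalized to NEM, curves fitted.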
KCNH2 3.1 block: qHTS for Inhibitors of KCHN2 3.1: Mutant qHTS | Potassium voltage-gated channel subfamily H member 2, brain isoform KCNH2 3.1 (human) | U2OS KCNH2 3.1, thallium flux FluxOr; stronger effect = lower value | activity change, % (tested at about 1.8 µM) | 340,000 tested, 0.95% active;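 active = maximum activity change below -70%; inconclusive = maximum activity change from -70% to -50%; inactive = maximum activity change above -50%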;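 note: thallium influx rate constant from kinetic fluorescence after stimulation buffer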
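Thallium flux read-out: FluxOr dye with Red40 quencher in HBSS/HEPES, 45 min at RT. Rate constants from kinetic reads were normalized to positive and negative DMSO controls. Cells: U2OS virally expressing the 3.1 isoform.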
Giardia kill: Small Molecules that selectively kill Giardia lamblia: qHTS | Giardia lamblia trophozoite viability | activity change, % at 7.66 µM, hits read low | 340,000 tested, 0.15% active; in the data active = activity change below about -80%; inconclusive = between about -30% and that limit;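 note: parasites exposed to compound for two days anaerobically before the ATP read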
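Viability, read as ATP luminescence: trophozoites at 100 cells/well, compound added, 48 hrs anaerobic at 37 deg C, then 15-30 min room-temperature development before reading.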
PKM2 activator: qHTS Assay for Activators of Human Muscle isoform 2 Pyruvate Kinase. purified PKM2, Kinase-Glo ATP luminescence, activation; response scale: 0% is enzyme alone, no compound. Potency, µM (titrated, usually from 57.5 µM), without a hit: at the top dose activation, hits mostly activators. 260,000 tested, 0.34% active; note: potency is the fitted concentration of half-maximal effect; nearly all actives have a fitted effect of over 55% in size
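Purified hPK-M2 (>95%) run at intermediate activity with 0.1 mM ADP and 0.5 mM PEP in 50 mM imidazole pH 7.2, KCl, MgCl2; 1 h room temperature. ATP formed read by Kinase-Glo luminescence; normalized to uninhibited and no-enzyme controls.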
B2AR arrestin: qHTS assay of beta-arrestin-biased ligands of beta2-adrenergic receptor; beta-arrestin recruitment to beta2AR, cell-based reporter; Potency, µM (top dose mostly 46.1 µM), for the others: top-dose activation, hits mostly activators; 330,000 tested, 0.02% active;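 note: potency is the fitted concentration of half-maximal effect; 0% = DMSO controls and full agonism = EC100 isoproterenol or metaproterenol; nearly all actives have a fitted effect of over 65% in size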
Coupling enz: qHTS Assay for Inhibitors of Fructose-1,6-bisphosphate Aldolase from Giardia Lamblia: Coupling assay counterscreen. coupling enzyme system counterscreen, AmpLite Red fluorescence. activity change, negative = inhibition, % at 58.2 µM, hits read low. 290,000 tested, 0.67% active. AID 2472, 2010; in the data active = activity change below about -30%
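Compounds tested against the coupling enzymes alone at 57.5 uM final; readout was AmpLite Red fluorescence (525/598 nm) after 20 min at RT.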
Eya2 phos inh: qHTS Assay for Inhibitors of the Phosphatase Activity of Eya2. recombinant Eya2, OMFP fluorescence dephosphorylation (OMFP is methylfluorescein phosphate). Potency, µM (highest dose often 76.9 µM), for the others: at the top dose activity, negative = inhibition, most hits filed as inhibitors. 330,000 tested, 0.006% active; note: potency is the fitted concentration of half-maximal effect
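Eya2 (0.2 uM) preincubated 10 min at ambient with compound, then OMFP substrate added at 50 uM; 10 min reaction in 50 mM HEPES pH 7.5, 50 mM NaCl, 5 uM MgCl2, 0.05% BSA, 1 mM DTT. Fluorescence read at Ex 485/Em 525 nm.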
GALK inhibitor: qHTS Assay for Inhibitors of Human Galactokinase (GALK). Purified GALK, Kinase-Glo residual ATP luminescence. Potency, µM (titrated, usually from 57.5 µM), for inactives: at the highest dose activity change, negative = inhibition, hits mostly inhibitors. 270,000 tested, 0.007% active. AID 1868, 2009; note: potency is the fitted concentration of half-maximal effect
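Compounds were pin-transferred into ATP buffer (35 uM final), then GALK plus galactose (5 nM, 100 uM final) was added. After 1 h at room temperature, Kinase-Glo Plus was added and luminescence read after 10 min.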
An asterisk follows results filed as active; ? = inconclusive; · = not tested or not shown; & = joins results of further samples; [ ] = another dose, or the depositor's remark. Unless noted, calls come from the whole dose curve; as a rule, active = well fitted curve in the direction sought with a large enough effect; inconclusive = small, poorly fitted or top-dose-only effect, or another doubt; inactive = no such curve, though single readings can be large; an effect the other way counts as inactive or inconclusive. Unless noted, % is set by controls: 0 for no effect and ±100 for the full control effect. Only part of the results is shown, so the mix of outcomes need not match the whole.

Structure	hERG WT inh	uPA generation	Chronic BCR inh	USP2a block	KCNH2 3.1 block	Giardia kill	PKM2 activator	B2AR arrestin	Coupling enz	Eya2 phos inh	GALK inhibitor
CCN(CC)P(=O)(Oc1cccc(C)c1)N(CC)CC	3	7%	0%	-2%	-5	-12	1%	-1.1%	0	9%	-2%
COc1ccc2c(c1O)-c1c(OC)c(OC)cc3c1[C@H](C2)N(C)CC3	10	19%	-18%	4%	4	11	·	-0.2%	-5&3	-16%	·
CCn1c(O)c(/C=N/NC(=O)c2ccccc2)c(=O)[nH]c1=S	1	-10%	?	0%	-3	2	-6%	-0.1%	-1	-2%	5%
c1ccc(CNC2=NCCS2)cc1	-2	1%	5%	2%	12	7	-2%	3.3%	-2	4%	-1%
Cc1ccc(NP(=O)(c2ccccc2)c2nc3ccccc3s2)cc1 (centres undefined)	-12	24%	-4%	5%	-4	-3	1%	-0.2%	0	13%	-1%
Cn1cccc1/C=C1\C(=O)NC(=O)N(CCC2=CCCCC2)C1=O	8	-2%	?	0%	-44	-13	4%	0.2%	3	-5%	2%
CCOC(=O)C(O)(c1ccc(N(CC)C(=O)COc2ccccc2)cc1)C(F)(F)F (centres undefined)	-5	3%	-4%	5%	-32	-3	1%	-0.7%	3	1%	-1%
N=C(N)c1c(O)n(C2CCCCC2)c(=O)n(C2CCCCC2)c1=O	-1	4%	?	-1%	-15	-7	-2%	-0.3%	-5	0%	0%
Cc1c(C=O)c2ccccc2n1Cc1ccc(F)cc1	-2	-5%	4%	0%	14	-8	3%	0.0%	4	-7%	-1%
CNc1cc(N2CCNCC2)ccc1[N+](=O)[O-]	2	7%	-3%	3%	-6	9	-2%	-0.6%	4	-21%	0%
O=C(COC(=O)Cc1ccccc1)Nc1ncc(Cl)cc1Cl	2	-1%	13%	2%	0	31[activator]	2%	-0.1%	0	8%	-2%
O=P(Nc1ccccc1)(Nc1ccccc1)Oc1ccccc1	3	3%	?	-2%	27	-7	4%	-1.9%	-1	1%	1%
[N-]=[N+]=NCc1cn2cccnc2n1	8	-4%	-2%	0%	-13	-8	-6%	0.1%	0	10%	11%
COc1cc2c(c(OC)c1OC)-c1ccc(O)cc1[C@@H](NC(C)=O)CC2	14	-77%	?	1%	-1	21	·	0.0%	·	-12%	·
CC(C)N1C(=S)SC(C)(C)C1n1oc(=O)n(-c2cccc(Cl)c2)c1=O (centres undefined)	-1	?	?	1%	10	14	2%	-0.3%	0	-3%	1%
O=C1C2C3CCC(O3)C2C(=O)N1CCO (centres undefined)	-4	-2%	?	4%	13	-5	2%	9.2%	1	-2%	4%
Cc1ccc2c(c1)CC1(CN2C)C(=O)NC(=O)N(CCC2=CCCCC2)C1=O (centres undefined)	0	3%	0%	-2%	3	15	1%	-0.5%	-6	-2%	3%
CCn1c(O)c(N=Nc2ccc(S(=O)(=O)N3CCOCC3)cc2)c(=O)n(CC)c1=S	-47	2%	?	-6%	10	-9	0%	0.2%	5	-8%	5%
CNCC1(c2ccccc2)CCCC1	0	-2%	-8%	0%	3	1	0%	-0.6%	5	9%	0%
Cc1cccc(OCC(=O)N2CCN(Cc3ccncc3)CC2)c1	3	6%	0%	1%	-1	-2	0%	-0.2%	-4	4%	-4%
CC(=O)N1CCC(N2CCCC(C(=O)c3cccc(Cl)c3)C2)CC1 (centres undefined)	·	0%	-5%	0%	-8	-20	8%	-0.2%	3	4%	1%
CCN(CC)C(=O)c1ccc(NC(=O)CN2CCc3cc(OC)c(OC)cc3C2)cc1	0	-5%	-1%	4%	11	12	·	-0.7%	0	-17%	·
CCOc1ccccc1-n1c(O)c(C=NCCCN(CC)CC)c(=O)[nH]c1=O	-19	1%	0%	0%	13	10	-1%	0.1%	6	-3%	3%
Fc1ccc(CCNCc2ccc(Cl)c(Cl)c2)cc1	39	5%	2%	1%	-23	30[activator]	0%	-0.5%	0	-4%	·
Cc1ccc(-n2c(O)c(/C=N/N3CCCCCC3)c(=O)[nH]c2=O)cc1C	-4	-2%	1%	-1%	4	9	3%	-0.6%	2	1%	-5%

Complete entries as entered above. Order of values: hERG WT inh | uPA generation | Chronic BCR inh | USP2a block | KCNH2 3.1 block | Giardia kill | PKM2 activator | B2AR arrestin | Coupling enz | Eya2 phos inh | GALK inhibitor
`CCN(CC)P(=O)(Oc1cccc(C)c1)N(CC)CC` across the screens: 3 | 7% | 0% | -2% | -5 | -12 | 1% | -1.1% | 0 | 9% | -2%
`CCN(CC)C(=O)c1ccc(NC(=O)CN2CCc3cc(OC)c(OC)cc3C2)cc1` across the screens: 0 | -5% | -1% | 4% | 11 | 12 | · | -0.7% | 0 | -17% | ·

(more compounds)
Structure	hERG WT inh	uPA generation	Chronic BCR inh	USP2a block	KCNH2 3.1 block	Giardia kill	PKM2 activator	B2AR arrestin	Coupling enz	Eya2 phos inh	GALK inhibitor
c1ccc2sc(C3CCCNC3)nc2c1 (centres undefined)	-2	5%	?	0%	-1	1	-9%	-0.3%	2	9%	-1%
Cc1cc(C)c(NC(=O)C2CC3CCC2C3)c(C)c1 (centres undefined)	-3	?	-3%	0%	-17	44[activator]	-5%	-0.3%	0	-17%	-7%
CC(=O)c1c(C)n(Cc2ccccc2)c2ccc(O)cc12	-6	10%	5%	-1%	2	0	8%	-0.8%	1	1%	-2%
CCN(CC)c1ccc(N=Cc2c(O)n(-c3ccc(Cl)cc3)c(=O)[nH]c2=O)cc1	-3	3%	7%	0%	9	-1	1%	0.2%	-2	13%	0%
CCCCn1c(=O)c(C(=O)Nc2ncccc2C)c(O)c2ccccc21	5	-13%	-2%	1%	12	6	1%	-0.1%	-4	-10%	-6%
Cc1ccc(CN(Cc2ccccc2)C(=S)NCC(=O)N2CCC3(CC2)OCCO3)o1	5	1%	2%	2%	-11	4	1%	0.3%	-3	-4%	-1%
COc1cccc(C(=O)N2C[C@H]3C[C@@H](C2)c2cccc(=O)n2C3)c1	5	2%	10%	0%	-5	8	-2%	-0.4%	-1	-16%	·
Cc1sc(-n2c(C)cc(C=C3C(=O)NC(=O)NC3=O)c2C)c(C#N)c1C	19	3%	?	1%	·	-20	27%	-0.1%	-12	1%	-4%
COc1ccc(OC)c(-n2c(O)c(C=NCCN3CCNCC3)c(=O)[nH]c2=S)c1	·	2%	-4%	4%	-29	-12	·	-1.0%	0	-10%	-1%
Cc1cc(OCC(=O)NC(Cc2ccc(Cl)cc2)C(=O)O)c2c3c(c(=O)oc2c1)CCCC3 (centres undefined)	-6	-3%	24%	-7%	1	-1	0%	0.1%	6	-9%	·
COc1ccccc1S(=O)(=O)Cc1ccc(C(=O)N2CCN(c3ccc(C)cc3)C(C)C2)o1 (centres undefined)	-5	?	1%	0%	-6	7	14%	-0.1%	2	-15%	0%
Cc1nn(CC(C)C)c(Cl)c1C(=O)NC1CCCCC1	2	3%	0%	0%	-4	9	·	0.1%	·	-11%	·
Cc1cccc(CN2CCN(c3ccc(Cl)cc3)CC2)c1	20	5%	6%	4%	-2	1	-4%	3.5%	4	-4%	-2%
CCCC/C(=N/O)c1c(C)[nH]c2ccccc12	1	1%	3%	0%	1	-18	2%	-0.2%	-8	-6%	1%
CN1CN=C(N[N+](=O)[O-])N(Cc2ccco2)C1	11	-1%	6%	1%	29	10	3%	-0.6%	3	2%	2%
Cc1ccc2cc(CNCCc3ccccc3C)c(=O)[nH]c2c1	60	5%	-2%	1%	-34	-13	-1%[11.5 µM]	-1.0%	-2	3%	-3%
O=C(CSc1ccc(-c2ccco2)nn1)Nc1ccccc1	1	3%	4%	-3%	-9	8	14µM*	0.2%	-3	0%	-2%
CC1CCCN(CCCNC(=O)c2cc3c(Cl)nc4ccccc4c3s2)C1 (centres undefined)	-17	-13%	?	1%	·	9	0%	0.6%	9	2%	3%
c1ccc2c(CCNC3CCCCC3)c[nH]c2c1	3	2%	0%	-1%	2	1	3%	-0.2%	-2	4%	0%
C1CC2NCCC3NCCC(N1)N32 (centres undefined)	-6	-4%	6%	6%	4	-20	0%	-0.6%	1	7%	-1%
COc1ccc(NC(=O)[C@@H](NC(=O)N2C[C@H]3C[C@@H](C2)c2cccc(=O)n2C3)C(C)C)cc1	-1	-1%	4%	-1%	4	3	0%	0.0%	1	-17%	·
O=C(/C=C/c1ccc(F)cc1)NC(=S)N1C[C@H]2C[C@H](C1)c1cccc(=O)n1C2	9	-2%	-8%	4%	11	-19	3%	-0.8%	-1	10%	·
